# High-throughput results deposited in PubChem by several laboratories.
# PP1 inh – counter-screen for PP5 inhibitors: inhibitors of human PP1-alpha; P62136; purified PP1alpha, OMFP fluorescence; inhibition, % at 6.7 µM; 320,000 compounds, 0.9% hits;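 active = inhibition above the mean inhibition of all tested compounds plus 3 SD, computed separately for each screening campaign, cut at about 15% in these data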
# Target sequence (P62136 whole entry, looked up): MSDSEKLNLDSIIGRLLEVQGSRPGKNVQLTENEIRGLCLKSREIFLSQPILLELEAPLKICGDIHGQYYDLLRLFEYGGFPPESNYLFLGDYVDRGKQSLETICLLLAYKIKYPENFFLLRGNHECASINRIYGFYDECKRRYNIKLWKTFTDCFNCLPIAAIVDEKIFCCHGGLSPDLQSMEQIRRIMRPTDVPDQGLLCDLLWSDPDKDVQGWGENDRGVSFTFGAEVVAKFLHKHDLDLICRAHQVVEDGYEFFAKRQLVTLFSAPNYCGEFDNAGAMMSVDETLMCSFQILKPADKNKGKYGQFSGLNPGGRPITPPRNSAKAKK
# GASC-1 inh – inhibitors of human GASC-1 (JMJD2C) demethylase. Q9H3R0. GST-JMJD2C(1-420) H3K9me3 demethylation, DELFIA europium. inhibition, % at 2.35 µM. 330,000 compounds, 0.069% hits;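 active = more than half of a compound's replicate wells show inhibition beyond 50%, single wells judged on their own value; inconclusive = some, but no more than half, of replicates pass 50% inhibition; inactive = no replicate passes 50% inhibition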;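 note: signal counts dimethyl H3K9 product captured on neutravidin plate; 0% = median of DMSO wells and 100% = 0.3 times that DMSO median; strong numbers were not always called active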
# Target sequence (Q9H3R0 1-420 limits assumed): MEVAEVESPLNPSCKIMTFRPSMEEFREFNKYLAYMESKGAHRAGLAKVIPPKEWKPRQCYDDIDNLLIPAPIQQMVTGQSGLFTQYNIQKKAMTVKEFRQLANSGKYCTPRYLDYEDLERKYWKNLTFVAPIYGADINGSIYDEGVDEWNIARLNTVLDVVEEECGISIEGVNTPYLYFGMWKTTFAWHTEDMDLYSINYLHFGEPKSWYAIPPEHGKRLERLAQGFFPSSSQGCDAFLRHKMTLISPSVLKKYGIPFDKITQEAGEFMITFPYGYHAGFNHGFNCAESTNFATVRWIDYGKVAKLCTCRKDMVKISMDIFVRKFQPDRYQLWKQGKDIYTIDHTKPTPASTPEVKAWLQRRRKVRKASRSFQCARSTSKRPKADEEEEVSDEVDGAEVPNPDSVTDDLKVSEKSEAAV
# core dimer inh – blocks dimerization of HCV core protein; inhibition, % at 5 µM; 300,000 compounds, 0.33% hits; AID 1899; TR-FRET GST/Flag-core106 dimerization, 1536-well;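 active = inhibition above the mean of all tested compounds plus 3 SD, set per screening campaign, cut at about 45% in these data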
#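 test system = GST/Flag-tagged HCV core106 proteins | probe or stimulus = Eu donor and XL665 acceptor anti-tag antibodies | times = compound-protein-antibody incubation 4 h at 22.5 °C | signal = TR-FRET, excitation 340 nm, emission 617 and 671 nm | measure = percent inhibition of core106 dimerization signal | controls = wells lacking GST-core106 and wells with excess unlabelled core106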
# PP5 primary – PP5 (human) phosphatase inhibition | P53041 | purified PP5c, OMFP substrate fluorescence | inhibition, % at 6.7 µM | 320,000 compounds, 0.18% hits | AID 1987;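 active = inhibition above the campaign's mean inhibition across all tested compounds plus 3 SD, cut at about 9.5% in these data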;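 note: 0% = DMSO only and 100% = 100 µM cantharidin control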
# CTSL1 counter – counter-screen for PFM18AAP inhibitors: inhibitors of F. hepatica cathepsin L1. recombinant F. hepatica cathepsin L1, Z-Leu-Arg-MCA fluorescence. inhibition, % at 5.96 µM. 300,000 compounds, 0.49% hits. AID 1906;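 active = inhibition above the mean of all tested compounds plus 3 SD, set per screening campaign, cut at about 17% in these data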;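 note: 0% = plate median of test compound wells and 100% = 1 µM Z-Phe-Ala-diazomethylketone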
# VLA-4 inh – inhibition in a human VLA-4 binding assay; P13612; VLA-4 expressing cells, ligand binding flow cytometry; inhibition, % (about 7 µM as worked out from the volumes in the protocol); 330,000 compounds, 0.2% hits; AID 2557; in the data active = inhibition above about 50%
# proCasp7 act – counter-screen for procaspase-3 activators: activators of human procaspase-7 | P55210 | recombinant procaspase-7, Ac-DEVD-pNA absorbance 405 nm; D23A/D198A/D206A triple mutant, cannot self-cleave; scale: DMSO 0, 5 µM enzyme 100 | activation, % at 8.5 µM | 330,000 compounds, 0.093% hits;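 active = percent activation above the screen-wide mean plus 3 SD, cut at about 25% in these data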
#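 Detection: p-Nitroaniline absorbance at 405 nm, read at 0 and 120 min; system: Uncleavable procaspase-7 mutant enzyme; evaluation: % activation from two-timepoint absorbance difference, scaled to controls; times: 1 h enzyme–compound preincubation and 2 h substrate reaction, both 25 °C; buffer or medium: Zinc-free HEPES pH 7.4 with 300 mM NaCl, 0.01% Triton X-100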
# GRK2 aptamer HTS – blocks RNA aptamer binding to human GRK2 | P25098 | inhibition of aptamer binding, % at 10 µM | 330,000 compounds, 0.59% hits | AID 488847 | bead flow cytometry, FAM-aptamer displacement from GRK2;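 active = inhibition of aptamer binding above 40%, roughly 3 SD of noise, on plates passing a quality check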;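 note: median bead fluorescence of bound FAM aptamer so fluorescent compounds give negative values; no value below 0 was filed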
# proCasp3 act – procaspase-3 (human) activation | P42574 | recombinant procaspase-3 D3A, Ac-DEVD-pNA absorbance 405 nm | activation, % at 8.5 µM | 330,000 compounds, 0.11% hits | AID 463141;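 active = activation above the mean of all tested compounds plus 3 SD, cut at about 21% in these data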;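 note: 0% = DMSO alone and 100% = DMSO wells spiked with extra 5 µM PC-3 D3A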
# Target sequence (P42574 whole entry D9A/D28A/D175A): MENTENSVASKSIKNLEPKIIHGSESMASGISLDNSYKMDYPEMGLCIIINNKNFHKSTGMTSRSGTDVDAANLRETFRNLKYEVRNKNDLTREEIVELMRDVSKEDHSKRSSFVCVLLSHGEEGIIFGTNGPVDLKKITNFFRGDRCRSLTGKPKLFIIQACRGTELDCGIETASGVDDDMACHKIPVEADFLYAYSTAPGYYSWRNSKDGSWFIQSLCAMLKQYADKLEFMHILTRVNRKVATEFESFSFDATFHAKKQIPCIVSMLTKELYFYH
#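 Technique: 405 nm absorbance of p-nitroaniline, reads at 0 and 120 min; Test system: Procaspase-3 D3A mutant; Incubation: 1 h enzyme-compound preincubation, then 2 h substrate reaction, 25 °C; Repeats: singlicate, each compound tested once; Benchmarks: low control DMSO wells, high control DMSO plus 5 µM PC-3 D3A.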
# Numbers without * were called inactive; i = inactive; ? = inconclusive; . = no result given; & = joins results of further samples.
SMILES,PP1 inh,GASC-1 inh,core dimer inh,PP5 primary,CTSL1 counter,VLA-4 inh,proCasp7 act,GRK2 aptamer HTS,proCasp3 act
CCn1c(C)c(C(=O)O)c2cc(OC)ccc21,-3,22,-6,3.7,0,16,1,0,-2
CC(C)(CN)CC(=O)O,0,-1,-6,-0.7,-4,1,12,0,11
COc1ccc2[nH]c3c(c2c1)CCNC3,1,.,0,-0.4,0,25,1,0,13
CC1CC(C)CN(CC(=O)c2ccc(OC(F)F)cc2)C1 (configuration not stated),0,-1,-11,2.4,-1,2,0,3,-7
COC(=O)C1=C(c2ccc(-c3ccccc3)c(F)c2)C[C@@H]2CC[C@H]1N2C(=O)NCCO,-3,7,.,3.4,.,0,0,0,4
CNC(C(=O)c1ccccc1)C(OC)c1ccccc1 (configuration not stated),-8,-7,-14,1.7,7,-4,1,0,4
CCc1c(C(=O)NN2C(=O)C3C4CCC(O4)C3C2=O)csc1C (configuration not stated),4,-2,3,-0.9,-2,8,10,1,1
COc1c(C)cc(C(=O)C2CCCN(Cc3cnc(C)s3)C2)cc1C (configuration not stated),1,-4,4,1.4,2,2,7,0,6
O=C1NC(=O)C(=Cc2ccc3ccccc3c2)C(=O)N1,4,11,5,0.4,-1,12,-20,3,-4
COc1cc(CN2CCN(c3cc(C)ccc3C)CC2)ccc1O,-3,-3,0,2.4,-2,9,3,5,3
COCCCNC(=O)c1c(NC(=O)c2ccccc2Cl)n(Cc2ccccc2)c2nc3ccccc3nc12,-3,1,2,2.6,-2,-1,16,0,5
COc1cccc(Oc2c(C)oc3cc(OC(=O)N(C)C)ccc3c2=O)c1,-4,-6,2,4.0,9,-2,3,0,6
COc1ccc(CCNCC2CCCO2)cc1 (configuration not stated),3,1,-8,2.0,-4,7,-6,8,10
CCOc1cccc(CNCCc2c(C)[nH]c3ccc(OC(F)(F)F)cc23)c1O,3,-10,-7,4.4,-8,65*,0,0,-3
CC(=O)O[C@H]1CC[C@@]2(C)C(=CC[C@@H]3[C@@H]2CC[C@]2(C)C(=O)CC[C@@H]32)C1,-3,.,7,4.7,0,13,-5,0,1
Cc1cc(C)cc(N2C(=O)NC(=O)/C(=C\c3cccn3-c3ccc(Cl)cc3)C2=O)c1,-1,15,11,2.6,1,17,-20,1,-6
O=C1NC(=O)C(=Cc2ccsc2)C(=O)N1,-2,24,-1,0.0,2,-3,-19,0,-11
CCC1=C(C)C(N2CCOCC2)=NP(N2CCOCC2)(N2CCOCC2)=N1,6,16&-2,6,-1.7,1,0,5,0,13
COC(=O)C1C2c3ccccc3OC1(C)N=c1s/c(=C/c3cnn(C)c3)c(=O)n12 (configuration not stated),5,-8,-3,0.4,2,-2,1,0,5
Cc1cc(/C=C2\C(=O)NC(=O)N(c3cccc(F)c3)C2=O)c(C)n1-c1cc(C(=O)O)cc(C(=O)O)c1,-2,-11,0,2.1,0,3,-4,12,1
COC(=O)C1=CO[C@@H](C)[C@@H]2CN(CCc3c[nH]c4ccccc34)CC[C@H]12,0,3,0,-0.4,2,-10,13,3,-4
CCCC[N+]12C3C[C@H](C4[C@H](O)[C@]5(C[C@@H]41)c1ccccc1N(C)[C@@H]35)[C@H](CC)[C@H]2O (some centres not stated),-2,6,0,1.3,2,9,13,0,2
CCCCn1c(O)c(C(C)=NCc2cccnc2)c(=O)[nH]c1=O,-5,0,-2,1.0,0,0,-2,0,3
COc1cc(/C=C2/C(=O)NC(=O)N(c3ccccc3)C2=O)ccc1O,0,15,-6,-1.0,-1,-2,-9,6,-11
c1ccc2c(c1)OCC(C1=NCCN1)O2 (configuration not stated),-1,-17,-9,-1.2,4,2,-14,0,7
N#CC(CCN1CCOCC1)(c1ccccc1)c1ccccc1,-4,-2,0,1.4,6,3,6,4,-1
Cc1ccc(C)c(NC(=O)CCNC(=O)N2C[C@H]3C[C@@H](C2)c2cccc(=O)n2C3)c1,-6,?,-1,-1.2,-1,8,-6,3,-14
COc1ccc(CNCCc2c[nH]c3ccccc23)cc1OC,-1,2,0,0.5,-3,9,-4,0,-2
O=C(O)Cn1cc(/C=C2\C(=O)NC(=O)N(c3ccc(Cl)cc3)C2=O)c2ccccc21,5,5,16,0.8,1,4,-3,0,-5
Cc1cc(OC(C)C(=O)NCC(O)c2ccccc2)c2c3c(c(=O)oc2c1)CCC3 (configuration not stated),-3,51,2,-1.2,-1,1,4,0,4
COC(=O)C1=C(c2cccc(OC)c2OC)C[C@@H]2CC[C@H]1N2C(=O)NCc1ccco1,4,7,5,0.8,-1,19,-6,0,7
CCCCn1c(O)c(C(C)=NCCN2CCOCC2)c(=O)[nH]c1=O,2,19,1,-0.6,0,8,11,1,-5
Cc1ccc2c(c1)C1C[N+](C)(CC(=O)c3ccc(Cl)cc3Cl)CCC1N2C(=O)c1ccc(F)cc1 (configuration not stated),.,-6,.,.,.,-10,-13,0,-6
Nc1c(C(=O)OCc2ccccc2)c2nc3ccccc3nc2n1Cc1cccs1,1,-12,7,1.5,1,4,-6,1,-1
Cc1ccc(NC(=S)NCCc2cnc[nH]2)cc1C,-1,-1,-2,-0.6,-5,-2,8,3,1
CCOP(=O)(OCC)C(c1ccccc1)N(C)C=O (configuration not stated),1,-1,-3,1.1,-6,1,6,1,-5
COCCCn1c(N)c(C(=O)Nc2sc3c(c2C(=O)OC)CCCC3)c2nc3ccccc3nc21,-3,-23,0,3.1,0,30,6,0,-1
O=C1N(c2ccc(Cl)cc2)C(c2cccnc2)N2CCCN12 (configuration not stated),-3,-7,5,-3.7,0,3,2,0,0
CCOC(=O)C1(CCc2ccccc2)CCN(Cc2csc(C(C)=O)c2)CC1,2,13,0,4.0,3,5,0,2,-3
CCOC(=O)c1cccc(-[n+]2c(-c3ccccc3)cc(-c3ccccc3)cc2-c2ccccc2)c1,4,-21,-6,-1.5,-4,7,-4,0,5
CCCS(=O)(=O)N1CCCC(C(=O)N2CCC3(CC2)OCCO3)C1 (configuration not stated),-7,-1,0,-4.1,0,-1,-1,0,7
Cn1c(O)c(C=NCCCC(=O)O)c(=O)n(C)c1=O,-1,-1,-5,0.0,1,5,-1,1,13
CCN(CC(=O)Nc1ccc(C#N)c(Cl)c1)CC(=O)NC(C)(C)C,3,i,-1,0.1,-2,0,6,1,0
O=[N+]([O-])/C=C1/NCCN1Cc1ccc(Cl)nc1,-3,4,4,-1.1,5,5,10,2,8
CC(C)C(=O)Nc1nnc(CCN(CCc2nnc(NC(=O)C(C)C)s2)[N+](=O)[O-])s1,-9,-12,-8,6.6,-3,-11,-2,1,1
Cc1ccc(C(=O)C2CN3CCC2CC3)cc1 (configuration not stated),-2,-5,-2,2.5,-3,0,13,2,0
Cc1cccc2c(CCN)c[nH]c12,-3,-8,-1,-0.6,0,1,3,0,6
CC[C@@H]1C=CC=CC[C@H](C)[C@@H](O)[C@@H](C)C(=O)[C@H](C)[C@@H](O)[C@H](C)C(=O)[C@H](C)[C@@H](O)[C@H](C)C=CC(=O)O[C@H]2[C@@H](C)[C@@H](CC1)O[C@@]1(CC[C@@H](C)[C@@H](C[C@H](C)O)O1)[C@@H]2C,2,-5,-12,4.9,7,-2,-4,0,6
C[C@]12CC[C@H]3[C@@H](CCC4=CC(=O)CC[C@@]43C)[C@@H]1CC[C@@H]2O,.,.,.,.,.,-2,-2,7,18
CCOC(=O)c1c(/N=C/c2c(O)n(-c3ccccc3F)c(=S)[nH]c2=O)sc2c1CCCC2,0,-3,14,1.3,1,-13,-21,54*,-15
# Going on with the list:
SMILES,PP1 inh,GASC-1 inh,core dimer inh,PP5 primary,CTSL1 counter,VLA-4 inh,proCasp7 act,GRK2 aptamer HTS,proCasp3 act
Cc1ccc2c(c1)C1CN(C)CCC1N2C(=O)CCCN1C(=O)c2cccc3cccc(c23)C1=O (configuration not stated),6,4,3,1.8,3,3,4,0,6
CCOc1cc2c(cc1OCC)-n1cccc1C(c1ccccc1F)NC2 (configuration not stated),-4,1,3,1.1,2,9,4,0,0
O=C(COC(=O)Cc1ccccc1)Nc1ccc(SC(F)F)cc1,2,2,0,5.5,-4,0,15,0,-2
COc1ccc(CCNC(=O)COC(=O)Cc2ccccc2)cc1,3,-20,1,-6.1,-12,8,-1,3,-5
COc1cc2c3cc1Oc1cc(ccc1O)C[C@@H]1c4c(cc(OC)c(O)c4Oc4ccc(cc4)C[C@H]3N(C)CC2)CCN1C,-1,-5,1,2.2,-2,-4,9,0,2
CCOCCN1CCN(c2nnc3n2-c2ccc(Cl)cc2C(c2ccccc2Cl)=NC3)CC1,-7,7,0,-4.0,8,-3,3,2,-6
COC(=O)C1=C(c2ccc3ccccc3c2)C[C@@H]2CC[C@H]1N2C(=O)NC(C)C,2,-9,.,-1.4,.,3,6,3,3
CN1CCN(c2nc(Cl)ncc2F)CC1,2,2,-2,2.4,1,2,0,2,8
CCC(=O)CC(c1ccc([N+](=O)[O-])cc1)c1c(O)c2ccccc2oc1=O (configuration not stated),1,-11,-3,0.9,5,-4,4,1,0
COCc1c(CN)cnc(C)c1N,0,-5,4,0.3,0,18,0,2,-2
CC(=O)c1ccc2c(c1)C1C(Cl)C(Sc3ccccc3[N+](=O)[O-])CC1C(c1ccccc1)N2 (configuration not stated),9,4,66*,1.4,-2,1,-21,0,-19
COC(=O)C1=C(c2ccc(-c3ccccc3)c(F)c2)C[C@@H]2CC[C@H]1N2C(=O)N1CCC(O)CC1,-4,-3,.,0.2,.,0,-3,0,6
O=C(c1ccc2c3c(cccc13)CC2)C1CCCN(CC2CC2)C1 (configuration not stated),0,0,-4,2.3,2,-6,2,0,1
O=C(c1ccc(C(F)(F)F)cc1)C1CCCN(Cc2ccncc2)C1 (configuration not stated),-6,-17,1,2.1,-1,13,5,0,6
CN1CC(C(=O)c2ccccc2)C(C(=O)c2ccccc2)C1 (configuration not stated),1,0,4,-0.4,-2,-5,-1,0,-5
CC(C)(C)[C@]1(O)C[C@@H]2OC(=O)C[C@@]23C(=O)O[C@@H]2OC(=O)[C@@H](O)C213 (some centres not stated),.,31,.,.,.,8,8,0,4
Cc1ccc(N2C(=O)NC(=O)C(CCc3ccncc3)(Cc3cccc(Cl)c3Cl)C2=O)cc1 (configuration not stated),1,6,12,-0.7,0,-3,0,7,3
COc1ccc(CN2CCN(c3ccccc3F)CC2)c(OC)c1,-1,2,1,3.3,0,-1,11,1,0

# A portion of the library, so the mix of outcomes need not match the whole.
